# From PubChem
# GSK3A inh = blocks human GSK-3 alpha kinase. P49840. ADP-Glo luminescence, 60 min. inhibition, % at 10 µM. 320,000 compounds, 0.1% hits. AID 2650;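 in the data active = inhibition above about 50%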;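 also: GST-tagged GSK-3 alpha with peptide substrate and 25 µM ATP; 0% = DMSO neutral wells and 100% = GW8510 positive control wells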
# Target sequence (P49840 whole entry, looked up): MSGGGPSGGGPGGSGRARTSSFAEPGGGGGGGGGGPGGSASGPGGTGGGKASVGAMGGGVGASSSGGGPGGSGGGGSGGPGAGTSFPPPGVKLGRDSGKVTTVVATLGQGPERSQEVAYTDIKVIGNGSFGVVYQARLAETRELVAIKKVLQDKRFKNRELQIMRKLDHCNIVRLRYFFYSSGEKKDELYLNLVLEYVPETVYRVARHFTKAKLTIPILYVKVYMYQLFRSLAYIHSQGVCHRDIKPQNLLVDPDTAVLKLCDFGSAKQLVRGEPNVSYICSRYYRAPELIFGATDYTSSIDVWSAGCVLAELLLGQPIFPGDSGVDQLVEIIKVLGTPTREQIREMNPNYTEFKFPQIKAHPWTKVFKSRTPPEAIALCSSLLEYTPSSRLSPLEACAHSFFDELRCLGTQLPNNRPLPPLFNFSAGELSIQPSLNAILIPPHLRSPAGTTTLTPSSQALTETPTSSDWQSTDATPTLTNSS
# Dyrk1A ADPGlo = blocks rat Dyrk1A kinase activity | Q63470 | ADP-Glo luminescence, NFATc1 peptide | inhibition, % at 12.5 µM | 310,000 compounds, 0.43% hits | AID 504441; in the data active = inhibition above about 50%;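 also: plate controls were vehicle with enzyme for no effect and no enzyme for full effect; many of its hits are not listed in these tables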
# * = called active by the depositor. An excerpt; the hit share may differ from the screen's.
SMILES,GSK3A inh,Dyrk1A ADPGlo
Cc1cc(NC(=O)CSc2nnc(-c3ccco3)n2N)no1,1,1
COc1ccc([C@@H]2CC=C(C(=O)O)[C@H](c3ccc(F)cc3)N2S(=O)(=O)c2ccc(Cl)cc2)cc1,3,-31
C[C@H]1CN=C(N(C)C)N1CC1CCCC1,-1,9
Cc1ccc(NC(=O)COC(=O)[C@@H]2CC(O)CN2S(=O)(=O)c2ccc3c(c2)OCCO3)cc1 (stereo not given in full),-2,9
Cc1cc(C(=O)NNCc2ccccc2)no1,-2,0
O=C(Nc1ccccn1)C1CCN(S(=O)(=O)c2ccccc2)CC1,3,-5
COc1cccc(CC(=O)OCC(=O)NC2(C#N)CCCC2)c1,-3,-4
COc1ccc(NS(=O)(=O)c2cccc(NC(=O)COc3ccccc3[N+](=O)[O-])c2)cc1,-4,-6
CN(Cc1nc2ccccc2c(=O)[nH]1)C(=O)c1cccc(S(=O)(=O)N2CCCC2)c1,-1,2
Cc1ccc(C(=O)Nc2ccn(C)n2)cc1,-2,3
CCN(C[C@H]1N[C@@](C)(C(=O)OC)[C@H]2C(=O)N(C)C(=O)[C@@H]12)C(=O)Nc1ccc(F)cc1,1,-2
Ic1ccc(N2CCN(Cc3c[nH]c4ncccc34)CC2)cc1,-1,11
NC(=O)C1CCN(C(=O)c2cc3c(s2)CCCCC3)CC1,1,-2
COc1ccc(OCCOc2ccc(N(C)S(=O)(=O)c3ccccc3)cc2)cc1,3,4
COc1ccc(N2CCN(C(CNS(=O)(=O)c3ccc(C)cc3)c3ccccc3)CC2)cc1 (stereo not given),-4,3
CCc1cccc(NC(=O)CCCN2C(=O)NC(C)(C)C2=O)c1,0,3
Cc1noc(C)c1NC(=O)N(C)C[C@@H]1Oc2ccc(NC(=O)C3CCCCC3)cc2C(=O)N([C@@H](C)CO)C[C@H]1C,-1,4
O=C(COC(=O)/C=C/c1cccc(F)c1)NC1CC1,1,-4
Cc1ccc(S(=O)(=O)NCCNc2ccc(Br)c(C)c2)cc1,-3,-3
CC(C)[C@H](NC(=O)c1ccc(C(C)(C)C)cc1)C(=O)N1CCN(Cc2ccc3c(c2)OCO3)CC1,1,8
O=c1c2ccccc2oc2ccc(-c3ccc4cc[nH]c4c3)cc12,1,-7
Cn1nc(-c2ccccc2)cc1NC(=O)c1ccc(Cl)cc1,0,2
O=C(Cc1ccc2c(c1)OCCO2)Nc1cccc(S(=O)(=O)N2CCOCC2)c1,-3,0
CC1CCc2c(sc(NC(=O)c3cccn3C)c2C(N)=O)C1 (stereo not given),-1,5
Cc1cccn2c(=O)cc(COC(=O)C(C)Oc3ccccc3)nc12 (stereo not given),-4,1
O=C(Cc1cccc(NC(=O)C2CCCN(C(=O)C3CCC3)C2)c1)Nc1cccc(C(=O)N2CCCC2)c1 (stereo not given),2,3
CC(C(=O)N1CCCCC1)N1CCN(S(=O)(=O)c2ccc(Cl)cc2)CC1 (stereo not given),-1,3
O=C(CNS(=O)(=O)c1c(F)cccc1F)NC1CCCc2ccccc21 (stereo not given),2,-3
CC(=O)c1ccc(NC(=O)C(C)OC(=O)c2ccc(Br)o2)cc1 (stereo not given),-2,1
CN(C)C1=NCCN1CCC1CCCCC1,-3,4
COc1ccc(OC)c(S(=O)(=O)N2CCN(C)CC2c2ccccc2)c1 (stereo not given),-5,-3
Cc1ccc(/C=C/C(=O)OCC(=O)NC(C)c2ccccc2)o1 (stereo not given),-9,4
O=C(COC(=O)c1ccc([N+](=O)[O-])o1)Nc1ccc(F)cc1,-3,-2
CN(Cc1nc2ccccc2c(=O)[nH]1)C(=O)c1cc2c(s1)CCCCC2,0,-3
Cc1ccccc1-c1cc(=O)c2ccccc2o1,-5,-6
Clc1ccccc1-c1ccc2ncnc(NCc3cccs3)c2c1,-1,-3
O=C(NCCc1c[nH]c2ccccc12)c1ccc(Br)o1,-2,5
CC1(C2CC2)NC(=O)N(CC(=O)N2CCN(c3ccccc3)CC2)C1=O (stereo not given),1,9
COc1ccc(OCCCC(=O)ON=C(N)c2ccccc2Cl)cc1,-2,-6
COc1ccc(N2CCN(C(=O)COC(=O)c3cccc(OC)c3O)CC2)cc1,-1,-3
C#CCOCCOCCOCCNc1nc(N2CCN(C(=O)CCCCCCCCCCNC(=O)[C@H]([C@@H](C)CC)n3cc(CCCCN=C(N)N)nn3)CC2)nc(N2CCN(C(=O)CCCCCCCCCCNC(=O)[C@H](CO)n3cc(CCCSC)nn3)CC2)n1,-5,5
CCCNC(=O)C(Cc1ccccc1C)NC(=O)c1ccc(C#N)cc1 (stereo not given),-3,2
Cc1cccc(C)c1NC(=O)CSc1n[nH]c(=O)n1C1CC1,-2,3
C[C@@H]1COC(=O)[C@H](NC(=O)OCC2c3ccccc3-c3ccccc32)C/C=C\C[C@@H](CC(=O)N[C@H](CO)Cc2ccccc2)C(=O)N1,-1,3
Cc1ccc(F)cc1NS(=O)(=O)c1ccc(Cl)s1,0,-1
COc1ccccc1C(=O)NCCC(=O)Nc1ccc(S(=O)(=O)Nc2ncccn2)cc1,1,1
COc1cc(C#Cc2ccc3cc(CCCO)oc(=O)c3c2)cc(OC)c1,0,-1
O=C(NCc1ccccc1CN1CCCC1)c1cccc(S(=O)(=O)N2CCOCC2)c1,0,9
C[C@H](CO)N1C[C@H](C)[C@@H](CN(C)CC2CC2)Oc2c(NS(=O)(=O)c3ccccc3)cccc2C1=O,-2,0
CC(C)(C)[C@@H]1COC(=O)[C@H](Cc2ccc(F)cc2)CC/C=C\C[C@@H](CC(=O)N(CCO)Cc2ccccc2)C(=O)N1,-2,9
CN1CC(=O)N(CC(=O)Nc2cccc3ccccc23)C1=O,0,-1
CCc1noc(C)c1C(=O)OCC(=O)NCc1ccc(Cl)cc1,1,0
O=C(NCCC(=O)N1CCN(c2ccccn2)CC1)c1ccc([N+](=O)[O-])cc1,-1,2
O=C(NCc1ccccc1C(F)(F)F)c1cccc2c1C(=O)c1ccc(N3CCCCC3)cc1S2(=O)=O,-3,-2
Cc1ccc(NC(=O)CN(C)C(=O)COc2cccc3ccc(C)nc23)cc1,-2,-3
CS(=O)(=O)c1ccc(Cl)c(C(=O)OCC(=O)NC2CCCCCCC2)c1,0,2
C[C@H]1CN=C(N(C)C)N1CC1CCC(C(C)(C)C)CC1 (stereo not given in full),1,-13
OC(c1ccccc1)(c1ccccc1)C1CCN(C(=S)Nc2ccc(F)cc2)CC1,-1,-6
CC(C)Oc1ccc(C(=O)OCC(=O)NC(=O)NC2CCCC2)cc1,7,5
CN(Cc1ccccc1)C(=O)COC(=O)c1ccc(Br)c(S(=O)(=O)N2CCOCC2)c1,0,-1
# New compounds follow.
SMILES,GSK3A inh,Dyrk1A ADPGlo
Cc1ccccc1-c1cc(C(=O)NCc2cccc(Br)c2)n(CC2CC(c3cccnc3)=NO2)n1 (stereo not given),-1,11
COc1cccc(NC(=O)COC(=O)c2ccc3ccccc3n2)c1,0,3
O=C(COC(=O)c1ccc(Br)o1)NCc1ccccc1Cl,-1,-5
C=CCC(NC(=O)Cc1ccccc1)C(=O)NCCC (stereo not given),1,-4
CCOc1ccc(NC(=O)CN(C)C(=O)CN2C(=O)C3CCCCC3C2=O)cc1OCC (stereo not given),2,1
O=[N+]([O-])c1ccccc1S(=O)(=O)N/C(=N/S(=O)(=O)c1ccccc1)c1ccccc1,-1,2
CCCCN(C(=O)c1c(C)noc1C)c1c(N)n(CCC)c(=O)[nH]c1=O,-1,6
COc1ccc(SC[C@H](Cc2ccccc2)N2CC[C@@H](C(C)(C)C)CCC2=O)cc1,-1,2
NS(=O)(=O)c1cccc(NC(=O)COC(=O)Cc2n[nH]c(=O)c3ccccc23)c1,3,5
Cc1ccc(Cl)cc1NC(=O)COC(=O)c1ccc(CN2CCCC2=O)cc1,-3,3
O=[N+]([O-])c1cccc(-c2c(-c3ccccc3)ncc3ccc(F)cc23)c1,-1,17
COc1cc(NS(C)(=O)=O)ccc1Nc1c2ccccc2nc2ccccc12,0,15
O=C(Cn1[nH]c(=O)c2ccccc2c1=O)NCC1COc2ccccc2O1 (stereo not given),-5,-3
NC(=O)C1CCCN(CC(=O)Nc2cc(S(=O)(=O)N3CCOCC3)ccc2N2CCCC2)C1 (stereo not given),-3,5
COc1ccc(C(=O)NCc2c(C)nn(Cc3ccccc3)c2C)cc1S(=O)(=O)N1CCOCC1,-1,-3
O=C(CCCOc1ccccc1)NNC(=O)c1ccc(Cl)cc1,0,1
CC1(C)CC(=O)C=C(c2cccc3c2sc2ccccc23)C1,-3,4
CCCN(C(=O)CSc1nc(C2CC2)n(-c2ccccc2)n1)C1CCS(=O)(=O)C1 (stereo not given),3,-6
COc1ccc(CNC(=O)C(C)N2CCN(S(=O)(=O)c3ccccc3F)CC2)cc1 (stereo not given),7,35
CC(C)n1nnnc1SCC(=O)c1c(N)n(C2CC2)c(=O)[nH]c1=O,0,4
CC(C(=O)N1c2ccccc2CC1C)N1CCN(S(=O)(=O)c2ccccc2F)CC1 (stereo not given),-7,2
C=CCN1CCc2cc(O)c(O)cc2C(c2ccccc2)C1 (stereo not given),-3,0
CCOC(=O)CCCCCC(=O)Nc1ccc2c(c1)CC(=O)N([C@@H](C)CO)C[C@@H](C)[C@@H](CN(C)C(=O)Nc1ccc(C(F)(F)F)cc1)O2,-5,3
O=C(COC(=O)CNS(=O)(=O)c1cc(C(F)(F)F)ccc1Cl)NC1CC1,-8,3
COc1ccc2c(C(=O)NCCCCO)c(-c3ccc(S(C)(=O)=O)cc3)sc2c1,2,5
C[C@H](CO)N1C[C@H](C)[C@@H](CN(C)Cc2ccc(-c3ccccc3)cc2)Oc2c(NS(=O)(=O)c3cccs3)cccc2C1=O,1,-15
CCN(C(=O)CSc1nnnn1C)C1CCCCC1,-1,2
CN(CCOc1ccccc1)C(=O)c1cc(-c2ccco2)nc2ccccc12,2,-11
CC(OC(=O)C1CC2CCCC(C1)C2=O)C(=O)Nc1cccc([N+](=O)[O-])c1 (stereo not given),13,-2
CC(C)(C)OC(=O)N1CCC(NC(=O)c2[nH]cnc2C(=O)Nc2ccccc2)CC1,12,9

# Record cards, from the list above. Screens in order: GSK3A inh, Dyrk1A ADPGlo
# Results for CS(=O)(=O)c1ccc(Cl)c(C(=O)OCC(=O)NC2CCCCCCC2)c1 = 0, 2
# Results for COc1ccc(OCCOc2ccc(N(C)S(=O)(=O)c3ccccc3)cc2)cc1 = 3, 4

# Carrying on:
SMILES,GSK3A inh,Dyrk1A ADPGlo
CC1CCCCN1C(=O)c1cc(S(=O)(=O)N2CCOCC2)ccc1Cl (stereo not given),1,-4
O=c1oc2ccc(C#CC3(O)CCCCC3)cc2cc1-n1cc(-c2ccccn2)nn1,-1,5
CN(CC(=O)NCc1ccc2c(c1)OCO2)CC(=O)Nc1ccc(F)c(F)c1F,-2,2
O=C(CN1C(=O)NC2(CCOc3ccccc32)C1=O)NCCc1ccc(F)cc1 (stereo not given),0,-1
CN(C)CC/C=C1\c2ccccc2CSc2ccccc21,-4,14
Cc1ccc(NC(=O)COC(=O)C2CCN(c3ccc(C(F)(F)F)cn3)CC2)cc1,-2,2
C#CCOCCOCCOCCNc1nc(N2CCN(C(=O)CCCCCCCCCCNC(=O)[C@H](CCCCN)n3cc(CCO)nn3)CC2)nc(N2CCN(C(=O)CCCCCCCCCCNC(=O)[C@@H]([C@H](C)O)n3cc(C)nn3)CC2)n1,13,-2
COc1ccc(-n2nnnc2SCC(=O)N2CCCC2=O)cc1,-3,5
COc1ccc(CCNC(=O)C2=CC=CN3CCS(=O)(=O)N=C23)cc1,2,24
CC(NCC(=O)Nc1ccccc1C(=O)NC1CC1)c1ccccc1Cl (stereo not given),-2,-3
COc1ccc(NS(=O)(=O)c2cc(NC(=O)c3ccccc3)ccc2N2CCOCC2)cc1,1,-1
COc1cc(C(=O)N2CCN(c3ccccc3O)CC2)ccc1OCC(=O)N1CCOCC1,4,1
CCOc1ccccc1C(=O)NCC(=O)Nc1ccc2c(c1)OCO2,1,-5
C[C@H](CO)N1C[C@H](C)[C@@H](CN(C)C(=O)NC2CCCCC2)Oc2c(NS(=O)(=O)c3cccs3)cccc2C1=O,-1,-5
CCC/C(=C1/c2ccccc2C(=O)N1c1ccccc1)c1ccc2c(c1)OCO2,-1,33
COc1ccc(CNC(=O)COC(=O)CN2C(=O)C3CC=CCC3C2=O)cc1 (stereo not given),-2,-2
COc1ccc(OC)c(NC(=O)COc2ccc3c(c2)CCC3)c1,9,-3

# Gathered by group: the compounds so far with an NH in an aromatic ring
SMILES,GSK3A inh,Dyrk1A ADPGlo
CN(Cc1nc2ccccc2c(=O)[nH]1)C(=O)c1cccc(S(=O)(=O)N2CCCC2)c1,-1,2
Ic1ccc(N2CCN(Cc3c[nH]c4ncccc34)CC2)cc1,-1,11
O=c1c2ccccc2oc2ccc(-c3ccc4cc[nH]c4c3)cc12,1,-7
CN(Cc1nc2ccccc2c(=O)[nH]1)C(=O)c1cc2c(s1)CCCCC2,0,-3
O=C(NCCc1c[nH]c2ccccc12)c1ccc(Br)o1,-2,5
Cc1cccc(C)c1NC(=O)CSc1n[nH]c(=O)n1C1CC1,-2,3
CCCCN(C(=O)c1c(C)noc1C)c1c(N)n(CCC)c(=O)[nH]c1=O,-1,6
NS(=O)(=O)c1cccc(NC(=O)COC(=O)Cc2n[nH]c(=O)c3ccccc23)c1,3,5
O=C(Cn1[nH]c(=O)c2ccccc2c1=O)NCC1COc2ccccc2O1 (stereo not given),-5,-3
CC(C)n1nnnc1SCC(=O)c1c(N)n(C2CC2)c(=O)[nH]c1=O,0,4
CC(C)(C)OC(=O)N1CCC(NC(=O)c2[nH]cnc2C(=O)Nc2ccccc2)CC1,12,9
